P. falciparum M1AAP: malaria alanyl aminopeptidase activity blockers – biochemical, fluorogenic H-Leu-NHMec substrate, 1536-well (AID 1445); recombinant M1AAP, H-Leu-NHMec fluorogenic kinetic assay; higher % means a stronger effect; inhibition, % at 30 µM, or IC50 in µM where a hit was titrated; 0.42% of 220,000 active;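 active = primary inhibition above the hit cutoff, then over 50% inhibition at one or more dose response concentrations, cut at about 23% in these data, passing the limit was not always enough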;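 note: plate controls were DMSO full reaction for no effect and no enzyme background for full effect; strong numbers were not always called active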
human PMI inhibitors: MPI inhibition at elevated mannose 6-phosphate – biochemical, fluorescence intensity, high mannose 6-phosphate, primary screen (AID 1220) | recombinant PMI enzyme, coupled fluorescence intensity; higher % means a stronger effect | inhibition, % at 20 µM, or IC50 in µM where a hit was titrated | 0.66% of 190,000 active
XIAP displacement: small molecules displacing peptide from XIAP – biochemical, IAP family, fluorescence polarization (AID 1018). displacement, % at 20 µM, or IC50 in µM where a hit was titrated. XIAP BIR domain, fluorescence polarization peptide displacement; higher % means a stronger effect. 0.007% of 200,000 active; in the data active = displacement above about 50%; note: a part of the inactive calls stands beside numbers as strong as those of hits
P. falciparum M17LAP: P. falciparum M17LAP inhibitors, primary screen, biochemical, fluorogenic H-Leu-NHMec substrate, 1536-well (AID 1619). 0.38% of 220,000 active. recombinant M17LAP, H-Leu-NHMec fluorogenic kinetic assay; higher % means a stronger effect. inhibition, % at 30 µM, or IC50 in µM where a hit was titrated;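 active = compound inhibiting the enzyme by more than half at any dose during confirmatory dose-response retesting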;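 note: plate controls were full reaction with DMSO carrier for no effect and no enzyme background for full effect; strong numbers were not always called active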
Siah-1 displacement: blockers of Siah-1 interaction with plectin peptide – biochemical, fluorescence polarization, rhodamine-plectin, uHTS, primary screen (AID 1817). 0.02% of 290,000 active. displacement, % at 20 µM, or IC50 in µM where a hit was titrated. Siah-1 / rhodamine-plectin peptide fluorescence polarization; higher % means a stronger effect;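 active = displacement of at least 50% at 20 µM, with a fluorescence ratio check between 0.3 and a set limit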;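 note: plate controls were Siah plus tracer with DMSO for no effect and tracer alone without Siah for full effect; strong numbers were not always called active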
Dynein transport: dynein cargo transport inhibition | 3617.4 mouse cells, GR-EGFP nuclear translocation imaging; test concentration mostly 20 µM; stimulated with dexamethasone, 1 µM; hits give low values | z-score, hits read low | 0.47% of 220,000 active;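 active = plate z-score of nuclear minus cytoplasmic receptor signal below a set negative limit, without overly bright fluorescence or cell loss, cut at about -3.5 in these data, passing the limit was not always enough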;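 note: z-score of nuclear minus cytoplasmic ring GR-EGFP intensity difference per well; some compounds called inactive have numbers as strong as hits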
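Medium: Induction medium lacking tetracycline, stripped serum | Probe or stimulus: 1.0 µM final dexamethasone stimulus | Schedule: 48 h induction, then 1 h compound, then 30 min agonist, 37 °C | Signal: Automated 10x imaging of fixed Hoechst-stained cells | Evaluation: Per-cell GR-EGFP intensity, nucleus versus surrounding cytoplasmic ring, well-averaged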
LYP phosphatase: inhibitors of LYP phosphatase, biochemical, fluorescence intensity, uHTS (AID 1779). recombinant LYP phosphatase, fluorescence intensity; higher % means a stronger effect. inhibition, % at 11.5 µM, or IC50 in µM where a hit was titrated. 0.054% of 290,000 active;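 note: plate controls were vehicle with enzyme for no effect and no enzyme for full effect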
PMI inhibitors: inhibitors of human PMI, primary screen, biochemical, fluorescence intensity, coupled assay (AID 1209); inhibition, % at 20 µM; hits with a dose series show IC50 in µM; purified PMI enzyme, coupled fluorescence intensity; higher % means a stronger effect; 0.42% of 190,000 active;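 note: plate controls were DMSO vehicle for no effect and wells lacking substrate for full effect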
AID2073: inhibitors of Mint1-CaV2.2 protein interaction, biochemical, HTRF (AID 2073) | HTRF protein-protein interaction, Mint1-CaV2.2; higher % means a stronger effect | inhibition, % at 20 µM; hits with a dose series show IC50 in µM | 0.19% of 290,000 active; in the data active = inhibition mostly above about 51%, no sharp cut-off; note: some results filed as inactive read as strong as hits
Dynein transport cytoplasmic EGFP: also measured in Dynein transport; calls as there; z-score; measured here: cytoplasmic GR-EGFP intensity; hits give high values
Dynein transport nuclear GR-EGFP: second read-out of Dynein transport, no call of its own (marks repeat the call); z-score; measured here: nuclear GR-EGFP intensity;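 lower value marks the stronger effect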
Dynein transport cell count: also measured in Dynein transport; calls as there; z-score; measured here: cell count per field
An asterisk follows results filed as active; · = not tested or not shown. Cut-off read from the data, not from the text of the source, unless noted: active = inhibition above about 50%; inactive = the rest.

SMILES,PMI inhibitors,Dynein transport,Dynein transport cell count,LYP phosphatase,human PMI inhibitors,P. falciparum M1AAP,AID2073,P. falciparum M17LAP,Siah-1 displacement,Dynein transport cytoplasmic EGFP,Dynein transport nuclear GR-EGFP,XIAP displacement
COc1ccc(C(=O)N(CCCO)C(C)C(=O)NC2CCCCC2)cc1OC (stereo unspecified),-4%,-0.42,-0.087,-8%,-1%,9%,-6%,-1%,1%,-0.3,-0.13,-3.9%
Cc1ccc(Cn2cccc(NC(=O)NC3CCCCC3)c2=O)cc1,-3%,-1,0.81,-2%,17%,7%,-6%,3%,4%,-0.24,-1.1,-0.1%
CCN(CC)CCCNC(=O)c1sc2ncn(CC(=O)Nc3ccc(C)c(Cl)c3)c(=O)c2c1C,-5%,-0.1,0.52,-3%,6%,8%,-9%,37%,-4%,-0.15,0.016,-7.6%
COc1cc(C2C(C#N)=C(C)NC3=C2C(=O)CC(C)(C)C3)cc(OC)c1O (stereo unspecified),34%,-0.63,0.26,-4%,66%*,-3%,-21%,11%,5%,-0.21,0.039,-5.5%
Cc1cc(C(=O)N2CCN(c3ccccc3)CC2)no1,1%,3.8,-1.5,-10%,1%,1%,1%,-4%,3%,-0.2,2.6,-0.9%
CCC(C)(C)n1nnnc1C(c1ccc(C)cc1)N1CCCC1 (stereo unspecified),3%,-0.4,0.87,-2%,-2%,-2%,1%,8%,2%,-0.17,-0.13,-1.8%
COc1cccc2c1OCC(C(=O)O)C2 (stereo unspecified),7%,-0.82,1.2,-10%,12%,4%,-1%,7%,0%,-0.28,-0.59,-7.2%
S=C(Nc1ccccc1)N1CCCCCCC1,2%,-0.35,1,-5%,-1%,6%,-6%,-7%,-3%,-0.31,-0.33,-0.4%
CCSc1nnc(NC(=O)Cn2cnc3c2c(=O)n(C)c(=O)n3C)s1,-14%,-1.3,0.95,2%,-3%,9%,0%,6%,2%,-0.14,-0.28,-4.5%
O=C(Nc1ccc2c(c1)OCCO2)NC1CCCCC1,3%,-0.75,-0.16,-4%,1%,8%,-2%,54%,2%,-0.13,0.04,-1.5%
COc1ccccc1NC(=O)/C(C#N)=C/c1cc([N+](=O)[O-])ccc1N1CCCC1,10%,0.098,-0.84,-1%,-6%,5%,6%,9%,7%,0.78,0.083,-6.7%
Cc1ccc(S(=O)(=O)c2nc(-c3cccs3)oc2NCCCN(C)C)cc1,-7%,-0.17,0.16,-4%,5%,6%,4%,13%,4%,-0.25,-0.46,-0.7%
O=C(COC(=O)C1CCN(S(=O)(=O)c2cccc3cccnc23)CC1)c1ccc(F)cc1,3%,-0.79,1.1,-3%,20%,-5%,-3%,0%,2%,0.42,-0.49,-5.0%
N#Cc1c(/N=C/c2ccco2)oc(-c2ccccc2)c1-c1ccccc1,18%,-0.44,-0.05,2%,9%,-2%,9%,-5%,4%,-0.24,0.062,-7.0%
COc1ccccc1C(OC(=O)c1cccs1)C(=O)NCC1CCCO1 (stereo unspecified),0%,-0.56,-0.073,-3%,4%,2%,3%,5%,4%,-0.21,-0.48,-2.1%
CC(C)c1ccc(N(CC(=O)NN=C2CCN(C)CC2)S(=O)(=O)c2ccccc2)cc1,-4%,1.6,-0.99,-1%,3%,6%,7%,9%,-2%,-0.067,0.88,-6.5%
O=C(/C=C/c1ccc(Cl)cc1)NC(=S)Nc1ccc(N2CCOCC2)c(Cl)c1,6%,-0.25,0.026,2%,-7%,-5%,3%,11%,-2%,0.061,0.25,-0.9%
NS(=O)(=O)c1ccc(CCNC(=O)C2CCN(S(=O)(=O)c3ccccc3)CC2)cc1,-6%,-0.76,0.91,-1%,-8%,3%,-3%,9%,5%,-0.33,-0.83,-1.8%
CN(/N=C/c1ccc(O)cc1O)c1nc(-c2ccccc2)cc(-c2ccccc2)n1,10%,1.3,-0.57,-8%,3%,2%,38%,-7%,-2%,-0.064,0.79,0.2%
O=C(Nc1cnn(Cc2ccc(Cl)c(Cl)c2)c1)c1nc2ncccn2n1,-1%,0.87,0.63,-6%,-1%,-8%,0%,0%,5%,-0.27,0.57,-4.5%
C=C(C)COc1ccc(-c2[nH]ncc2Oc2ccccc2OC)c(O)c1,16%,0.39,-0.18,3%,8%,12%,-4%,13%,0%,-0.47,0.34,-2.0%
COc1ccc(CC2(CO)CCN(Cc3cccn3-c3ccccn3)CC2)cc1,4%,-0.041,0.52,-10%,0%,2%,-12%,17%,11%,-0.33,-0.023,-4.8%
O=C(N=C1N=C2C=CC=CN2Cc2ccccc21)c1ccc(S(=O)(=O)N2CCCC2)cc1,·,0.9,0.4,-8%,·,5%,5%,16%,-3%,-0.26,0.33,·
O=C(/C=C/c1cccs1)Nc1nncs1,·,2.4,-1.7,6%,·,9%,2%,1%,-3%,-0.21,0.97,·
COc1ccc(/C=C(/C#N)S(=O)(=O)c2ccc(C)cc2)cc1,1%,1.2,-0.24,-3%,2%,-10%,-1%,12%,2%,-0.032,0.99,-3.2%
COc1cc(CN(C)CCc2ccccc2)ccc1OCc1ccccc1,-1%,2.8,-2.3,-6%,-3%,0%,8%,6%,1%,-0.074,2.3,-1.9%
Cc1ccc2nc(Nc3nc(CSc4nnc(C)s4)cc(=O)[nH]3)nc(C)c2c1,7%,0.5,-0.53,-5%,4%,4%,-2%,-3%,5%,-0.19,0.52,-2.7%
CCn1c(SCC(=O)N/N=C(\C)c2ccncc2)nnc1-c1ccc(C)cc1,·,-0.33,0.94,-8%,·,-3%,-20%,-2%,5%,-0.23,-0.23,·
CC(C)(C)C(=O)Nc1ccc(Sc2ccc([N+](=O)[O-])cc2)cc1,30%,0.69,0.28,-2%,4%,6%,5%,16%,4%,-0.33,-0.043,-0.5%
CCOc1cc(NC(=S)NC)c(OCC)cc1NC(=O)c1ccco1,22%,-0.0052,0.66,-8%,50%,4%,-13%,-1%,-8%,-0.2,0.072,-10%
COc1cccc(NC(=O)CN(c2ccc([N+](=O)[O-])cc2)S(=O)(=O)c2ccccc2)c1,19%,0.41,-0.67,-6%,9%,1%,-5%,-7%,-4%,-0.19,0.46,-23%
CCOc1ccc(/C=C/C(=O)c2ccccc2)cc1OC,4%,-2.4,-0.78,6%,1%,-2%,4%,0%,5%,0.21,-1.4,-8.7%
Oc1ccccc1CNc1ccc2c(c1)OCCO2,26%,0.32,-0.9,-7%,33%,3%,-17%,0%,3%,-0.21,0.47,-6.1%
Cc1ccc(OCc2nc(-c3ccccc3)no2)cc1,·,0.43,-0.59,-3%,·,2%,-2%,-7%,6%,-0.11,0.82,·
CNC(=O)/C(C#N)=C/c1c(F)cccc1Cl,5%,1.5,-0.22,-10%,-2%,3%,-8%,-35%,0%,-0.23,0.42,-10%
Cc1cc(C)c(NC(=O)C2CCCN2C)c(C)c1 (stereo unspecified),-6%,-0.48,0.092,4%,-5%,2%,6%,4%,-2%,-0.23,-0.96,-1.9%
CCCOc1ccc(C2C3=C(Nc4nc(N)[nH]c(=O)c42)c2ccccc2C3=O)cc1 (stereo unspecified),·,-0.43,0.22,-8%,·,1%,30%,1%,-2%,-0.25,0.19,·
CCN(CC)c1ccc(/C=N/Nc2nc3ccccc3[nH]2)c(O)c1,29%,-0.4,0.084,-1%,17%,-3%,-12%,-4%,-4%,0.57,0.19,-6.3%
CCN(CC)C(=O)Oc1ccc(Cl)c2cccnc12,-3%,-0.55,-0.26,-10%,-9%,5%,2%,-1%,7%,-0.34,-0.43,-4.3%
Cc1ccc([N+](=O)[O-])cc1NC(=O)CN(C(=O)c1ccc(Cl)cc1)C1CCCCC1,9%,-0.91,0.1,-1%,1%,4%,-1%,-19%,0%,-0.21,0.011,-4.4%

Reformatted field by field: entries from further up
CN(/N=C/c1ccc(O)cc1O)c1nc(-c2ccccc2)cc(-c2ccccc2)n1
  PMI inhibitors = 10%	Dynein transport = 1.3	Dynein transport cell count = -0.57	LYP phosphatase = -8%	human PMI inhibitors = 3%	P. falciparum M1AAP = 2%	AID2073 = 38%	P. falciparum M17LAP = -7%	Siah-1 displacement = -2%	Dynein transport cytoplasmic EGFP = -0.064	Dynein transport nuclear GR-EGFP = 0.79	XIAP displacement = 0.2%
O=C(Nc1cnn(Cc2ccc(Cl)c(Cl)c2)c1)c1nc2ncccn2n1
  PMI inhibitors = -1%	Dynein transport = 0.87	Dynein transport cell count = 0.63	LYP phosphatase = -6%	human PMI inhibitors = -1%	P. falciparum M1AAP = -8%	AID2073 = 0%	P. falciparum M17LAP = 0%	Siah-1 displacement = 5%	Dynein transport cytoplasmic EGFP = -0.27	Dynein transport nuclear GR-EGFP = 0.57	XIAP displacement = -4.5%

Next section.
SMILES,PMI inhibitors,Dynein transport,Dynein transport cell count,LYP phosphatase,human PMI inhibitors,P. falciparum M1AAP,AID2073,P. falciparum M17LAP,Siah-1 displacement,Dynein transport cytoplasmic EGFP,Dynein transport nuclear GR-EGFP,XIAP displacement
CC(C)NC(=O)C(=O)c1cn(C)c2ccccc12,-2%,-0.084,0.025,5%,0%,10%,13%,5%,6%,-0.29,0.04,-7.0%
Cc1cc(C)c(S(=O)(=O)N(C)CC(=O)NCc2ccccn2)c(C)c1,-12%,-0.53,0.24,-2%,-13%,2%,9%,5%,-2%,-0.29,0.097,-7.2%
N#Cc1cnn(Cc2ccccc2)c1/N=C/N1CCOCC1,5%,1.1,-3,2%,11%,3%,2%,16%,1%,0.017,1.4,-5.8%
COc1ccc(CCC(=O)Nc2cccc(Cl)c2)cc1,-4%,0.043,0.2,-2%,-4%,-4%,-2%,5%,4%,-0.16,0.19,-12%
c1ccc(-c2cc(-c3nc(-c4cccnc4)no3)c3ccccc3n2)cc1,2%,·,·,-4%,-2%,·,4%,·,12%,·,·,-5.3%
Clc1ccc(/C=N/Nc2ncnc3ccccc23)cc1Cl,-8%,-0.34,0.63,5%,-6%,22%,-4%,-1%,-1%,-0.22,-0.33,-2.2%
CC(C)(C)c1ccc(NC(=O)c2ccccc2)c([N+](=O)[O-])c1,-5%,0.6,-0.5,-6%,-7%,8%,-6%,-11%,0%,0.42,0.56,-9.3%
CCc1nc2ccccc2c(C(=O)OCC(=O)NCc2ccco2)c1C,15%,-1.3,0.69,-10%,7%,-3%,6%,25%,0%,-0.3,-0.6,-17%
CS(=O)(=O)c1ccc(C(=O)NCC(c2ccco2)N2CCCCC2)cc1 (stereo unspecified),4%,0.4,-0.92,-2%,6%,2%,-4%,3%,-2%,-0.13,0.24,-12%
O=c1oc2cc([N+](=O)[O-])ccc2nc1/C=C(\O)c1cccc(Br)c1,·,1.8,-1.8,-3%,·,5%,0%,19%,10%,-0.029,1.7,·
COC(=O)c1ccc(C2C(C#N)=C(C)NC3=C2C(=O)CC(C)(C)C3)cc1 (stereo unspecified),4%,0.55,0.087,10%,6%,9%,18%,-122%,6%,-0.15,0.53,-4.0%

Bioassay records deposited in PubChem by several laboratories.
